PPARg SRC1 recr: PPARgamma agonists recruiting SRC-1 coactivator, primary screen, biochemical | Peroxisome proliferator-activated receptor gamma (Homo sapiens), P37231 | PPARgamma-SRC-1 coactivator recruitment biochemical assay | activation, % at 8 µM | 200,000 tested, 0.41% active; in the data active = activation above about 19%;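 also: 0% = DMSO and 100% = reference agonist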
bIAP act: bovine intestinal alkaline phosphatase activators, primary screen, biochemical, bovine IAP, CDP-star luminescence | purified bovine IAP, 30 min; active compounds read high; fold of DMSO-control signal, blank-subtracted | 200,000 tested, 0.17% active | activation factor at 20 µM | alkaline phosphatase, intestinal [Bos taurus];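 active = activation factor of 2 or more at 20 µM, a signal rise over negative controls twice the positive control's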
ROMK mod: ROMK potassium channel modulators, primary screen, cell-based, thallium flux, MLSMR library; Tet-inducible ROMK, thallium flux fluorescence; actives lie on both sides; B-score at 10 µM; 130,000 tested, 2% active;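 active = signal ratio slope over the read window, or its plate-corrected B-score, at least 3 SD from the plate mean, either direction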;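 also: B-score of the F/F0 ratio slope over 7 to 12 s after thallium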
Target sequence (P48048 whole entry, looked up): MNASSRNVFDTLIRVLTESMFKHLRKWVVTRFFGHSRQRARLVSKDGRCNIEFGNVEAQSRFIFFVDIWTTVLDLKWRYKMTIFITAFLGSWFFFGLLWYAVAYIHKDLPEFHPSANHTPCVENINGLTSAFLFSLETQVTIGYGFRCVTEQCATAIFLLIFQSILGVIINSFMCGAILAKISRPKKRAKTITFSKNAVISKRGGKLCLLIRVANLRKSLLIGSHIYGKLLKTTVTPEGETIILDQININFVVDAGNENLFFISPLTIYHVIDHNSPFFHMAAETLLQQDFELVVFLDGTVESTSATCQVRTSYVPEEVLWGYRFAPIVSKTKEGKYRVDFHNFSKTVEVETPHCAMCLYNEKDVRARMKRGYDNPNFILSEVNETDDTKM
bIAP inhibitor: bovine intestinal alkaline phosphatase inhibitors, primary screen, selectivity assay for TNAP inhibitor project, biochemical, bovine IAP, CDP-star luminescence; purified bovine IAP, 30 min; inhibition, % at 20 µM; 190,000 tested, under 10 active; AID 1019, 2008;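 active = over 50% inhibition of intestinal alkaline phosphatase at 20 µM in the single-dose screen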
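Assay system: bovine IAP enzyme; medium: DEA buffer 100 mM, pH 9.8, with MgCl2 1.0 mM, ZnCl2 0.02 mM; doses: 20 µM single dose; incubation: enzyme reaction for 30 min at room temperature; detection: CDP-star luminescence signal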
PPARg SRC-3 ag: PPARgamma agonists recruiting SRC-3 coactivator, primary screen, biochemical; activation, % at 8 µM; Peroxisome proliferator-activated receptor gamma (Homo sapiens), P37231; AID 731, 2007; 200,000 tested, 0.26% active; biochemical PPARgamma/SRC-3 coactivator recruitment assay; in the data active = activation above about 23%;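 also: 0% = DMSO and 100% = reference agonist; some compounds past the cut are filed as inactive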
TLR4-MyD88 BLA: inhibitors of TLR4-MyD88 association in cells, primary screen, cell-based, HeLa CL3-4, BLA complementation, FRET ratio; Toll-like receptor 4 (Homo sapiens) + Myeloid differentiation primary response protein …; HeLa CL3-4 TLR4/MyD88 BLA complementation; inhibition, % at 8.4 µM; 200,000 tested, 0.18% active; in the data active = inhibition above about 25%;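 also: 0% = vehicle and 100% = reference inhibitor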
S1P3 antag: S1P3 receptor antagonists, primary screen, cell-based | inhibition, % at 4.98 µM | 170,000 tested, 0.27% active | Sphingosine 1-phosphate receptor 3 (Homo sapiens), Q99500 | CHO S1P3 NFAT-BLA reporter, FRET fluorescence, antagonist mode;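 active = inhibition above the plate cutoff, the mean inhibition of test wells on that plate plus 3 SD, cut at about 28% in these data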;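 also: cells challenged with S1P at its EC80 of 0.8 µM; blue over green emission ratio from cleaved BLA substrate after 4 h stimulation; 0% = S1P-stimulated wells and 100% = unstimulated DMSO-only wells; some compounds past the cut are filed as inactive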
Target sequence (Q99500 whole entry, looked up): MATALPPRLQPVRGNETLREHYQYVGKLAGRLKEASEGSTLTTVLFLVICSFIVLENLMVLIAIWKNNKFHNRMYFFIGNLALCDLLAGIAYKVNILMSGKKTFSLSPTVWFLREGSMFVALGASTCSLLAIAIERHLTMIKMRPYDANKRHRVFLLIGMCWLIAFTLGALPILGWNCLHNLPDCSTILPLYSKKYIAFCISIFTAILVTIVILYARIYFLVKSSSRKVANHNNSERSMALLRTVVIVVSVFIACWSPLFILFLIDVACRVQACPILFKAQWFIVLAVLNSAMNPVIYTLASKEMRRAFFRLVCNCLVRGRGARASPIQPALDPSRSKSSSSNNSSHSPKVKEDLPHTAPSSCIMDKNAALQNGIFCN
DTT redox prof: compounds producing H2O2 with reducing agent – biochemical, NIH compound library profiling, artefact control for MLSCN library redox annotation, primary screen; activation, % at 10 µM; 200,000 tested, 0.03% active; AID 878, 2007; DTT-dependent redox cycling H2O2, phenol red/HRP absorbance; 100% = 100 µM peroxide control, 0% = buffer;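 active = activation of at least 50% relative to the plate's high and low controls in the primary single-dose screen; inactive = activation below 50%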;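 also: compound incubated with DTT at 0.8 mM final as the reducing agent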
PPARg SRC2 recr: agonists of PPARg-SRC-2 recruitment, primary screen, biochemical, HTS; Peroxisome proliferator-activated receptor gamma (Homo sapiens), P37231; PPARgamma LBD-SRC-2 recruitment; activation, % at 8 µM; 200,000 tested, 0.34% active; AID 1032, 2008; in the data active = activation above about 22%;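 also: 0% = vehicle and 100% = reference agonist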
TR-FRET SRC-2 ct: TR-FRET signal artefacts, primary screen, artefact control for PPARgamma SRC-2 agonist project, biochemical; 200,000 tested, 0.4% active; TR-FRET ratio at 8 µM; TR-FRET artefact counter-screen; active compounds read high; in the data active = TR-FRET ratio above about 2000; also: inactives centre near 1500
L major viab: Leishmania major promastigote growth inhibition, primary screen. 200,000 tested, 9% active. Leishmania major promastigotes, resazurin fluorescence viability. inhibition, % at 10 µM. AID 1063, 2008; in the data active = inhibition above about 50%;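 also: promastigotes grown with compound for 44 hours at 28 °C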
The depositor's hits bear a star; · = no result given. The order is random. Share with any hit: about 11%.

Fields – bIAP act	PPARg SRC-3 ag	ROMK mod	TR-FRET SRC-2 ct	L major viab	bIAP inhibitor	DTT redox prof	TLR4-MyD88 BLA	PPARg SRC2 recr	PPARg SRC1 recr	S1P3 antag
- CCN(CC)CCNC(=O)/C(=C\c1cccn1C)NC(=O)c1cccs1
→ 1	0.2	0.103	1432	40.3	2.6	0.3	3.5	-5.6	3.2	4.0
- O=[N+]([O-])c1ccc2[nH]c(O)c(N=NC(=S)NCC3CCCO3)c2c1 (stereo not given)
→ 1.4	-6.2	0.759	1299	-5.0	-43.8	-0.1	-9.5	-4.0	3.2	-14.4
- CCCc1nnc(NC(=O)C(CC)OC(=O)c2cc(C)nc3ccccc23)s1 (stereo not given)
→ 1	3.7	·	1601	-6.1	-3.3	0.9	0.4	6.9	-6.2	·
- COc1ccc(-c2nnc3n(CCc4ccccc4)c(=O)c4ccccc4n23)c(OC)c1
→ 1.1	-7.6	·	1468	32.2	-6.5	0.8	2.0	1.1	-4.0	-16.9
- CCCN1C2CCCC1CC(NC(=O)c1ccccc1OCC)C2 (stereo not given)
→ 1	-5.5	-0.425	1432	2.8	2.7	4.1	0.0	-5.8	-5.0	-29.8
- CSCc1c(C(=O)Nc2ccc(N3CCOCC3)cc2)oc2ccccc12
→ 0.9	0.1	0.0801	1546	-5.7	5.0	1.5	5.2	-1.2	0.0	·
- Cc1nn(Cc2ccccc2)c(C)c1NC(=O)CSc1nc2c(c(C(F)(F)F)n1)CCc1ccccc1-2
→ 0.9	2.8	0.681	1897	67.6*	5.7	0.0	-16.3	0.1	2.0	-5.3
- C=CCNc1nc(Cl)nc(Nc2ccc(OCC)cc2)n1
→ 1	1.8	-1.15	1496	15.6	0.3	-0.2	3.3	-8.4	-1.0	-8.2
- CCOC(=O)CSc1nc(-c2ccccc2)nc2ccc(C)cc12
→ 1	-0.2	-0.213	1600	-2.6	-1.2	-0.1	-3.7	4.9	2.8	-10.5
- Cc1cccc(C(=O)Nc2ccnc(-c3ccncc3)n2)c1
→ 1.1	-2.5	0.143	1691	7.3	-10.8	-0.5	-6.1	-3.0	1.6	-2.7
- COC(=O)N1CCN(CCc2ccccc2)CC1
→ 1.2	-2.1	-0.403	1554	96.9*	-21.3	-0.1	1.9	-0.2	-2.4	0.0
- Cc1cccn2c(=O)c3cc(C#N)c(=O)n(CC4CCCO4)c3nc12 (stereo not given)
→ 1.1	-6.2	·	1420	3.8	-8.4	2.0	4.8	-11.1	-6.8	·
- CCNC(=S)NS(=O)(=O)c1ccc(Cl)cc1
→ 0.9	11.6	·	1615	-9.5	9.2	1.6	-10.9	3.6	2.0	·
- COc1ccc(NC(=S)NCCc2ccc(Cl)cc2)c(OC)c1
→ 0.7	-12.9	·	1583	12.4	33.2	1.9	0.7	1.8	-7.3	·
- COCCCNC(=O)c1ccc(Cn2c(=O)c3ccccc3n(Cc3cc(C)ccc3C)c2=O)cc1
→ 1	-0.1	·	1485	-1.2	-3.5	-1.1	-3.9	-0.4	1.2	·
- O=C1NC2(CCCCCC2)Oc2ccccc21
→ 0.9	-4.6	·	1373	-2.5	13.2	0.1	3.3	-1.1	-0.6	-11.2
- C=CC(=O)NC(C)(C)Cc1ccccc1
→ 1	15.5	·	1592	-4.1	2.2	-0.1	6.4	4.8	1.1	·
- O=C1NN=C(c2ccc(Cl)cc2)CC1c1c[nH]c2ccccc12 (stereo not given)
→ 1	6.5	-0.736	1672	15.6	-2.8	-0.3	2.3	10.4	4.6	-19.9
- CCCCn1c(NC(=O)c2ccco2)c(S(=O)(=O)c2ccc(C)cc2)c2nc3ccccc3nc21
→ 1	5.3	1.19	1722	-6.3	-3.5	5.5	-9.5	8.6	13.2	-12.6
- COc1ccc(N(Cc2nnc3n2CCCCC3)C(=O)Nc2ccccc2)cc1
→ 1.3	0.8	-0.201	1368	-3.1	-31.4	-1.4	-2.0	3.8	-4.4	-10.1
- COc1ccc(NC(=O)CCC(=O)N(Cc2ccc(OC)c(OC)c2)c2nccs2)cc1
→ 0.7	1.1	·	1389	54.3*	27.9	-0.4	11.4	-9.1	6.3	-32.7
- O=C(NCCCN1CCOCC1)c1ccc(S(=O)(=O)N2CCOCC2)cc1
→ 1	-5.3	0.0487	1538	-11.9	-0.7	0.5	-0.9	0.9	-0.6	-39.9
- Cc1ccc(NC(=O)COC(=O)CCc2c[nH]c3ccccc23)cc1[N+](=O)[O-]
→ 1	3.3	·	1522	-6.5	-3.7	0.5	-10.4	5.9	-3.1	5.9
- CCc1ccc(OCC(=O)N/N=C(\C)c2ccc(-n3ccnc3)cc2)cc1
→ 2*	3.0	1.48	1464	17.1	-99.8	0.2	-5.0	-2.8	-4.4	-5.0
- CCOc1ncccc1C(=O)NCc1ccccc1F
→ 0.9	0.1	0.129	1429	5.1	13.5	0.2	13.1	3.9	0.3	-7.6
- CCC(=O)Nc1ccc(C(=O)CSc2nnc(CNc3ccc(Cl)cc3)o2)cc1OC
→ 0.9	4.1	·	1607	7.8	6.4	-2.5	-0.3	14.0	-0.9	-0.3
- CCc1cc(CNC(=O)CCc2nnc(Cc3cccc(C)c3)o2)on1
→ 1	8.6	-0.421	1720	-3.3	-4.0	-0.6	5.8	-0.6	11.9	-13.7
- O=C(O)CCC1=C2c3ccccc3CCN2C(=O)CC1
→ 0.9	7.9	0.823	1658	-4.1	5.5	0.2	-3.5	11.6	1.5	-17.4
- CCN(C(=O)COC(=O)c1ccc(Cl)c(N)c1)C1CCS(=O)(=O)C1 (stereo not given)
→ 0.9	-1.7	-0.169	1538	-5.2	12.4	-0.4	-9.9	0.4	8.8	-7.0
- CCn1c(CCCCc2n[nH]c(=S)n2CC)n[nH]c1=S
→ 1.5	1.4	-0.0445	1406	-6.7	-53.9	0.7	9.6	-1.4	6.0	2.1
- CC(C)C[C@H](NC(=O)C1(c2ccccc2)CCN(C(=O)[C@H]2CSCN2C(=O)OC(C)(C)C)CC1)C(=O)O
→ 1	3.7	0.95	1781	-5.1	2.2	-0.4	-13.6	7.4	4.0	-1.7
- Cc1ccc(O)c(C(=O)CC(=O)c2cccc(F)c2)c1
→ 0.8	4.7	·	1590	60.0*	18.9	-0.8	-5.4	6.8	-3.8	-4.6
- COc1ccc(/C=N/NC(=O)CSc2ccccc2)cc1OC
→ 1	-0.3	0.154	1479	-6.5	0.5	-0.8	4.7	6.2	10.5	-2.8
- COc1ccc(C(=S)N2CCCC2)cc1
→ 0.9	-1.1	·	1403	-1.5	11.4	2.4	-1.4	1.9	-0.3	·
- Cc1ccc(C2=[N+]([O-])C(C)(C)CC2)cc1
→ 1.2	5.4	0.96	1485	-5.2	-19.2	0.1	7.8	3.2	-4.0	·
- CN(c1ccccc1C(=O)N1CCCC1)S(C)(=O)=O
→ 1	-9.9	·	1456	-1.4	3.0	1.6	-9.2	1.4	0.8	-2.2
- COc1ccc(C(=O)/C=C/Nc2ccc(S(=O)(=O)Nc3ncccn3)cc2)cc1
→ 1	1.4	·	1487	-6.1	-0.4	0.7	9.2	-6.0	0.6	5.2
- CCOC(=O)C1=C(C)NC(=O)NC1c1ccoc1 (stereo not given)
→ 1.1	6.8	0.0342	1472	2.5	-5.1	-0.7	-10.6	-2.2	-1.7	7.9
- CN(CC(=O)Nc1ccccc1Cl)C(=O)CSc1ncc(C(F)(F)F)cc1Cl
→ 0.9	-1.2	-0.266	1584	-4.5	11.3	0.3	-12.7	1.4	5.3	7.9
- CCOc1ccc(S(=O)(=O)n2c(C)nc3ccccc32)cc1
→ 1	-4.5	·	1369	-2.9	4.2	-0.3	-12.2	3.5	-0.8	-11.1
- COc1cccc(Nc2nc(CC(C)=O)ns2)c1
→ 0.9	5.5	·	1527	0.0	5.9	0.4	-8.0	15.3	4.9	·
- Cc1nc([N+](=O)[O-])c(C(=O)O)n1C
→ 1	4.1	0.178	1647	-2.3	4.9	3.3	5.6	-3.6	2.2	8.4
- Cc1sc2ncnc(NCCCn3ccnc3)c2c1C
→ 1	-0.5	-0.323	1585	55.3*	-0.3	2.6	3.3	4.0	-0.1	26.0
- O=C(NC1CCCCC1)c1ccc(NS(=O)(=O)c2cccc3cccnc23)cc1
→ 1.2	5.0	0.0601	1732	22.7	-17.3	-0.3	-10.8	8.4	1.7	-10.9
- CCOCCCn1c(NN)nc2ccccc2c1=O
→ 1	0.7	1.07	1490	-5.6	0.4	-0.9	-12.3	4.6	4.8	-8.4
- Cc1ccc(CC(CC(=O)NCCc2ccc3c(c2)OCO3)C(=O)O)cc1 (stereo not given)
→ 1.1	-1.5	0.952	1527	-3.5	-5.4	1.0	2.2	3.6	-0.1	·
- COc1ccc(NCc2nnc(SCC(=O)Nc3ccccc3OC)o2)cc1
→ 1	-5.8	0.259	1394	-5.4	-4.5	-0.6	-3.5	6.4	2.6	·
- CCCCN(C)CCNC(=O)CCNC(=O)Cn1ccc2ccccc2c1=O
→ 1	-1.2	-0.0478	1809	-10.4	-3.4	-2.7	0.4	2.7	13.8	-3.0
- COc1ccc(C(=O)CCC(=O)N2CCN(c3ccc(N4CCOCC4)nn3)CC2)cc1
→ 1.1	10.2	·	1690	-1.9	-6.0	-1.7	-7.5	2.3	2.9	-41.5
- Nc1ccc2c(c1)C(=O)Cc1ccccc1S2
→ 1	3.8	-1.77	1633	1.8	3.9	-0.5	-2.5	5.6	3.8	-24.2
- O=C(Nc1nnc(-c2ccc3c(c2)OCCO3)o1)C1CCCCC1
→ 1.1	-2.8	0.0282	1451	72.4*	-6.8	0.5	-0.6	-2.2	-3.3	-10.8
- CC(C)(Oc1ccc(CCNC(=O)c2ccc(-c3ccc(Cl)cc3)o2)cc1)C(=O)O
→ 0.9	-0.1	0.156	1569	-5.1	7.2	-0.1	-15.6	-8.3	5.1	-4.9
- CCCCOc1ccccc1C1C(C(=O)OC)=CN(CC)C=C1C(=O)OC
→ 1.3	8.4	0.726	1833	60.9*	-27.5	-0.5	-12.0	8.9	2.9	-53.3
- O=c1[nH]c(SCc2ccc(Cl)cc2)nc2c1CCC2
→ 0.8	-1.5	·	1590	-5.0	17.4	0.0	12.1	1.2	5.3	8.9
- COc1cccc(C2=NOC(C(=O)NCC3CCCO3)C2)c1 (stereo not given)
→ 1	-7.7	·	1539	-4.0	0.7	1.0	12.8	-5.6	5.5	0.6

Look-ups from the entries so far.
Result for `O=c1[nH]c(SCc2ccc(Cl)cc2)nc2c1CCC2` under TR-FRET SRC-2 ct: 1590
Result for `O=C(Nc1nnc(-c2ccc3c(c2)OCCO3)o1)C1CCCCC1` under PPARg SRC2 recr: -2.2

Screening results deposited in PubChem BioAssay by several laboratories.
